bovine MsrA act = activates bovine MsrA enzyme; purified bovine MsrA, absorbance read-out; activation, % at 10.6 µM; 360,000 compounds, 0.3% hits; AID 602163; in the data active = activation above about 7.5%;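 also: 0% = vehicle and 100% = reference activator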
E coli Lon inh = E. coli protease La inhibition; P0A9M0; purified E. coli Lon protease, fluorescence polarization; inhibition, % at 7.94 µM; 360,000 compounds, 0.42% hits; in the data active = inhibition above about 13%, passing the limit was not always enough;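 also: 0% = enzyme with probe and DMSO and 100% = no enzyme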
Rin1 Abl inh = human Rin1-Abl interaction inhibition | inhibition, % at 7.35 µM | TR-FRET Rin1/Abl binding, biochemical | 360,000 compounds, 0.4% hits; in the data active = inhibition above about 5%, passing the limit was not always enough
NRP1-CendR mod = NRP-1/CendR interaction modulation; inhibition, % at 25 µM; FAM-RPARPAR peptide binding to NRP-1, fluorescence polarization; 360,000 compounds, 0.85% hits;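 active = inhibition or corrected inhibition above about 18%, plus a signal ratio from 0.5 to 1.5, limit read from the data, passing the limit was not always enough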; also: strong numbers were not always called active
SKN-1 inh = inhibitors of C. elegans SKN-1; inhibition, % at 21.8 µM; AID 624304; C. elegans VP596 Pgst-4::GFP/RFP ratio, acrylamide-induced, 24 h; 360,000 compounds, 0.49% hits;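 active = interference check ratio from 0.5 to 1.5 plus GFP to RFP signal ratio inhibition reaching or exceeding a fixed threshold, cut at about 30% in these data, passing the limit was not always enough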; also: some compounds called inactive have numbers as strong as hits
MT1-MMP act inh = MT1-MMP (human) activation inhibition | 360,000 compounds, 0.061% hits | AID 651647 | P50281 | HT1080 RFP-PRO-GFP cells, GFP/RFP ratio fluorescence, overnight; percent of plate control window, DMSO zero | GFP/RFP ratio change, % at 20 µM;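 active = GFP/RFP ratio change of at least 30% with cell ATP level not reduced by more than half and red fluorescence within 50% of control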; also: strong numbers were not always called active
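system = RFP-PRO-GFP reporter HT1080 cells | dosing = 20 µM single dose, 1% DMSO | timing = overnight cell settling, then overnight compound exposure, 37 °C, 5% CO2 | read-out basis = GFP/RFP fluorescence ratio | controls = DMSO and RFP-L50D-GFP cell wells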
Neddyl block = cullin neddylation inhibition | P61081+Q13564 | TR-FRET cullin neddylation, biochemical | calls only at 25 µM | 360,000 compounds, 0.58% hits | AID 651699; in the data active = inhibition above about 36%
MsrA inh = inhibits bovine methionine sulfoxide reductase A | inhibition, % at 15.5 µM | 360,000 compounds, 0.75% hits | purified bovine MsrA, absorbance read-out; in the data active = inhibition above about 4.5%;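 also: 0% = vehicle wells with enzyme and 100% = reference inhibitor wells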
FAS TE block = blocks the thioesterase domain of human fatty acid synthase | P49327 | recombinant FAS-TE, OMFH fluorogenic substrate, fluorescence endpoint | inhibition, % at 15 µM | 360,000 compounds, 0.67% hits;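 active = compounds whose normalised, plate-corrected inhibition of enzyme fluorescence in the single-dose primary screen is 50% or more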;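 also: 0% = DMSO with enzyme and 100% = substrate without enzyme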
An asterisk follows results filed as active; i = inactive; x = no result given. Hits appear at their usual frequency; overall some 4.2% were active at least once.

SMILES,MT1-MMP act inh,Rin1 Abl inh,SKN-1 inh,bovine MsrA act,Neddyl block,NRP1-CendR mod,FAS TE block,MsrA inh,E coli Lon inh
CN1C(=O)[C@H]2[C@@H](c3ccc(C(F)(F)F)cc3)N[C@]3(CCCN(Cc4ccc(Br)cc4)C3=O)[C@H]2C1=O,13,-2,17,1,i,5,15,0.2,8
CCn1c(-c2cc(C3CC3)nc3ccccc23)n[nH]c1=S,-8,-4,3,-4,i,15,-10,0.4,-4
FC(F)(F)c1cnc(/C=C/Nc2ccccc2Cl)c(Cl)c1,-79,-2,14,0,i,4,16,0.5,-7
O=C(Nc1ccccn1)c1cccs1,10,-2,3,-9,i,3,-10,1.2,-8
CCCCOc1ccc(C2(C)NC(=O)NC2=O)cc1 (configuration not stated),1,-6,12,-2,i,-2,-5,-0.1,5
COc1cc(OC)nc(Oc2cc(/C=N/O)ccc2OC)n1,-8,0,-5,-7,i,1,-11,-0.5,-12
COc1ccccc1NC(=O)C(NC(=O)c1ccc(C)cc1)c1ccccc1 (configuration not stated),1,-2,0,-2,i,-8,10,2.6,-4
CN(C)S(=O)(=O)c1cccc(NC(=S)NC(=O)C2CCCCC2)c1,-4,0,1,1,i,-5,8,-0.2,-6
CCNc1nc(NCC)n2c(SC(C)C(=O)c3ccc(C)cc3)nnc2n1 (configuration not stated),2,0,10,-5,i,7,-9,0.2,-2
O=C(NC1CCN(C(=O)Nc2cccc(Cl)c2)CC1)c1ccccc1,-1,4,8,-3,i,2,-4,-0.1,-4
Cc1ccc(/C=C2\C(=N)N3N=C(CC(=O)N4CCOCC4)SC3=NC2=O)o1,-5,-1,3,-4,i,-28,-6,5.2*,-29
CCc1ccc(CN(C)C(=O)C2=CC=CN3CCS(=O)(=O)N=C23)cc1,-1,2,21,-1,i,-9,-7,3.0,18
O=C(OCC(=O)N1CCc2ccccc21)c1nc(Cl)ccc1Cl,-2,3,-4,1,i,4,16,1.3,1
CN(C)/C=C1/C(=O)Nc2ccccc21,5,-2,-2,-11,i,0,-3,1.6,-3
CCN(C(=O)c1cn(C)c(=O)c2cc(OC)c(OC)cc12)c1cc(C)ccc1C,-2,-2,-29,0,i,-6,-2,1.9,-2
NC(=O)c1ccsc1NC(=O)COC(=O)/C=C/c1ccc([N+](=O)[O-])cc1,-1,-5,-3,-3,i,-22,0,-0.1,0
CCC(=O)N1N=C(c2ccc(NS(C)(=O)=O)cc2)CC1c1ccc(C)cc1 (configuration not stated),3,0,8,-4,x,-2,-4,1.4,-12
COc1cc(CN2CCN(Cc3ccc(C)cc3)C(CCO)C2)cc(OC)c1O (configuration not stated),4,2,-6,-4,i,11,-5,0.1,-7
CCN(Cc1ccccc1)C(=O)CSc1nc(C)cc(C)c1C#N,0,1,11,-2,i,-2,43,0.7,-8
COc1ccc(Cn2c(=O)c3[nH]cnc3n(-c3ccc(C)cc3)c2=O)cc1,1,0,16,-1,i,-2,-1,1.3,-13
C=CCn1c(-c2cccc(OCC)c2)n[nH]c1=S,7,-1,-4,-9,i,0,-3,1.3,-6
CCOC(=O)CSc1nnc(CSc2nc(C)cc(C)n2)n1Cc1ccco1,-6,3,1,-4,i,-14,-6,0.0,2
CCC(C)c1ccc(NC(=S)NCc2cccs2)cc1 (configuration not stated),5,-3,23,1,i,14,20,0.0,9
CCCc1nc2ccccc2c(NC(=O)CN(CC)CC)c1CC,2,4,7,-4,i,-1,-2,1.3,-8
COc1ccc(C(=O)NC(=S)N(CCC(C)C)c2c(N)n(Cc3ccccc3)c(=O)[nH]c2=O)cc1,-5,-2,-6,-7,i,-2,-3,-0.5,-1
Cc1cccc(C)c1NC(=O)CCCSc1nnnn1C,-2,-2,-1,-1,i,-8,-4,1.0,-7
CCOCCn1c(SC(C)C(C)=O)nc2c1c(=O)[nH]c(=O)n2C (configuration not stated),4,0,8,-5,i,18,-8,-0.7,10
O=C(NC1CCCCC1)C(c1cccnc1)N(C(=O)c1csnn1)C1CCCC1 (configuration not stated),-1,0,-4,6,i,-6,-1,0.7,4
CC(C)(C)c1nnc(NC(=O)C2CCN(c3ncccn3)CC2)s1,-3,0,-8,-2,i,6,-10,0.6,-3
CSCCC(c1nnnn1C1CCCCC1)N1CCN(C/C=C/c2ccccc2)CC1 (configuration not stated),1,2,2,-1,i,4,4,0.8,-3
CCC(=O)c1cn(CC(=O)NCc2ccco2)c2ccccc12,1,-1,8,-12,i,-3,-5,-0.3,7
COc1cc(NC(=O)CCS(=O)(=O)c2ccc3c(c2)oc(=O)n3C)cc(OC)c1OC,-2,2,-15,-3,i,-2,-9,1.1,-7
CCCCC(=O)Nc1nnc(-c2ccc(OC)cc2)s1,4,3,2,2,i,-1,-6,-0.6,3
CSc1nnc(NC(=O)c2ccc(S(=O)(=O)N(C)C)cc2)s1,2,-2,-2,-10,i,-3,-14,0.5,0
NC(=O)c1ccc(NC(=O)C2CC2)cc1,1,0,-13,-14,i,-4,-11,0.7,4
O=C1C2C3C=CC(CO)(O3)C2C(=O)N1c1ccccc1-c1ccccc1 (configuration not stated),-2,1,-2,-22,i,17,-6,x,-3

3 entries picked at random from those above:
SMILES,MT1-MMP act inh,Rin1 Abl inh,SKN-1 inh,bovine MsrA act,Neddyl block,NRP1-CendR mod,FAS TE block,MsrA inh,E coli Lon inh
COc1ccc(C(=O)NC(=S)N(CCC(C)C)c2c(N)n(Cc3ccccc3)c(=O)[nH]c2=O)cc1,-5,-2,-6,-7,i,-2,-3,-0.5,-1
CSc1nnc(NC(=O)c2ccc(S(=O)(=O)N(C)C)cc2)s1,2,-2,-2,-10,i,-3,-14,0.5,0
CSCCC(c1nnnn1C1CCCCC1)N1CCN(C/C=C/c2ccccc2)CC1 (configuration not stated),1,2,2,-1,i,4,4,0.8,-3

Other entries:
SMILES,MT1-MMP act inh,Rin1 Abl inh,SKN-1 inh,bovine MsrA act,Neddyl block,NRP1-CendR mod,FAS TE block,MsrA inh,E coli Lon inh
COc1ccc(NC(=O)N(C)C[C@H]2Oc3ccc(NC(=O)NC(C)C)cc3C(=O)N([C@H](C)CO)C[C@@H]2C)cc1,0,4,-16,-12,i,3,-12,0.3,-1
COC(=O)c1sc(NC(=O)CSc2nc3nc(C)cc(C)n3n2)c(C(=O)OC)c1C,3,1,-4,-4,i,-2,10,-0.1,-7
COC(=O)C1=NNC2C(=O)N(c3ccc(C)cc3)C(=O)C12 (configuration not stated),-1,1,-4,-3,i,10,-6,-0.3,1
NC(=O)c1ccc(NC(=O)COC(=O)c2n[nH]c3ccccc23)cc1,2,4,-7,-8,i,-9,-9,-0.4,2
CCOc1ccc(S(=O)(=O)n2ccnc2)c2ccccc12,1,2,-2,-1,i,-10,0,0.7,3
O=C(C1=C[C@H](C2CCCCC2)C[C@H](OCc2ccc(CO)cc2)O1)N1CCN(Cc2ccc3c(c2)OCO3)CC1,2,0,-9,0,i,3,16,x,-7
O=C1C2C3C=CC(C4CC34)C2C(=O)N1/N=C/c1ccc(-c2ccccc2[N+](=O)[O-])o1 (configuration not stated),1,0,-9,-14,i,0,12,2.1,16*
COc1ccc(CCNC(=O)CN2CCN(c3ccccc3Cl)CC2)cc1,3,1,-3,-3,i,14,0,0.6,-9
COc1ccc(NC(=O)CSc2nnc(CN3CCOCC3)n2C)cc1Cl,-3,1,7,-2,i,14,-6,0.4,13
CS(=O)(=O)c1ccc(Cl)c(NC(=O)c2cccc(-n3cnnn3)c2)c1,6,-3,6,-1,i,8,-1,0.4,-14
COCCCNC(=O)Cn1cc(/C=C(\C#N)C(=O)NC2CCCC2)c2ccccc21,-1,-5,6,-2,i,-2,-2,2.4,11
CCC(=O)NC(=S)Nc1ccc(NC(=O)c2cccnc2)cc1,x,2,-5,-10,i,-2,-3,-1.1,3
Cc1ccc(SCC(=O)N2CCN(c3ccc(F)cc3)CC2)cc1,2,2,-13,-5,i,-2,-3,-0.4,-9
CC(OC(=O)/C=C/c1ccccc1)C(=O)Nc1cccc(C#N)c1 (configuration not stated),4,-2,-6,-2,i,10,28,-0.8,5
CC1CC(C)CN(C(=O)CCc2ccccc2)C1 (configuration not stated),-4,1,-10,-3,i,-2,-2,-0.7,4
CCN(CC(=O)Nc1c(F)cccc1F)C(=O)c1cccc(S(=O)(=O)N2CCN(c3ccccc3)CC2)c1,-5,0,14,-8,i,-2,8,1.4,5
CCn1c(SCC(N)=O)nc2sc3c(c2c1=O)CCCC3,0,0,-25,-1,i,2,-7,0.8,1
Cc1ccc(S(=O)(=O)Nc2ccc(-c3nnc(SCC#N)n3C)cc2)cc1,-2,2,9,-4,i,-6,-3,-1.0,-1
O=C(N/N=C\c1ccc([N+](=O)[O-])s1)C1COc2ccccc2O1 (configuration not stated),-1,2,-4,0,i,-8,-2,1.7,-17
CC(NC(=O)Nc1ncccn1)(C(F)(F)F)C(F)(F)F,-6,3,4,-5,i,3,-7,-0.7,-10
O=C1Nc2ccccc2-n2nnnc2C1N1CCN(c2ccc(C(F)(F)F)cc2[N+](=O)[O-])CC1 (configuration not stated),3,x,-1,x,i,19,x,-0.9,x
O=C(COc1ccc(Br)cc1CNC1CCCCC1)NCCc1ccccc1,3,1,-5,0,i,10,2,0.3,0
CCOC(=O)c1c(C)nc2ccccc2c1C,4,-2,-31,-5,i,7,-5,0.9,-8
Cc1c(NC(=O)Nc2cccc(Cl)c2)c(=O)n(-c2ccccc2)n1C,0,0,-1,-3,i,4,0,-0.1,-10
COc1ccc([C@H]2CC(=O)C=C(c3cc4ccccc4s3)C2)cc1,-1,4,-8,-2,i,2,34,-0.3,-10
COc1cc(-c2nnc(SCC(=O)N3CCCC3)o2)cc(OC)c1OC,4,0,11,-4,i,-9,-4,-0.3,-6
O=C(Nc1ncccc1O)c1ccc(C(=O)c2ccccc2)cc1,19,-1,5,-2,i,-3,-9,0.8,5
CCn1c2ccccc2c2cc(/C=N/O)ccc21,-9,-2,3,-11,x,2,-6,-0.2,-5
CC(C)(C)C1c2[nH]c3ccccc3c2CCN1CCCn1cccn1 (configuration not stated),-4,3,2,-3,i,-9,4,0.3,-7
N/C(CCN1CCOCC1)=N/O,1,4,-6,6,i,-13,-11,-0.8,0
Cc1ccc(CNC(=O)C2CCCN2C(=O)Nc2cccc(Cl)c2)cc1 (configuration not stated),2,0,7,-1,i,2,-5,-1.0,-9
Cc1cc(-c2nnc(CCC(=O)NCc3ccc(F)c(F)c3)o2)no1,-3,3,-2,3,i,1,-3,0.0,-6
CCOC(=O)C1=CN(Cc2ccco2)S(=O)(=O)N(CC)C1c1ccc(C(F)(F)F)cc1 (configuration not stated),-9,3,11,1,i,-1,20,-0.9,-2
O=C(COc1ccc2ccccc2c1Br)Nc1ncn[nH]1,2,-53,-2,-4,i,-9,-12,x,-10
CC(C)CC(=O)NN1CCCCC1,1,-1,8,-5,i,0,-1,0.5,2
CCCC(C)C(=O)Nc1ccc(Cl)cn1 (configuration not stated),-1,1,-13,-1,i,6,1,0.0,-3
Cc1ccc2nc(-c3ccc(NS(=O)(=O)c4ccccc4)cc3)sc2c1,1,-1,8,-3,x,6,13,1.5,-2
COc1ccc(CCNC(=O)CCC(=O)N2CCN(S(=O)(=O)c3ccc(Cl)cc3)CC2)cc1OC,-6,-2,26,-1,i,4,7,1.0,-1
Cc1cccc(NC(=O)COC(=O)CSc2ccccc2)c1C,-2,4,21,-1,i,14,-4,0.3,-5

Compound activity: PubChem BioAssay, several laboratories
